C2C12 statin = suppression of simvastatin myotoxicity; C2C12 myotubes + simvastatin, ATP luminescence, 48 h; scaled: DMSO 0, geranylgeraniol control 100; rescue of ATP level, % at 7.49 µM; hit rate 0.78% among 330,000;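 active = mean ATP rescue above about 67%, or every replicate alone reaching that limit, limit read from the data, passing the limit was not always enough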;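 also: myotubes were challenged with 10 µM simvastatin during compound exposure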
Cneo AK release = causes C. neoformans cell lysis; lysis activity, % at 15 µM; adenylate kinase release luminescence, 4 h; normalised: neutral wells 0, clomiphene wells 100; hit rate 0.2% among 360,000;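 active = mean lysis activity across replicates of at least 80%, whatever share of replicates individually reach that level; inactive = mean lysis activity below 80%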
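read-out = cell lysis signal | test system = log-phase Cryptococcus neoformans yeast cells | input = cells at 5 × 10^6 per mL | medium = fresh YPD growth medium | signal = luminescent adenylate kinase detection reagent | timing = 4 h at 37 °C static, read 1 h later | dosing = single dose | controls = Clomiphene as positive lysis control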
PGC1a acetyl inh = modulators of PGC1a acetylation. U2OS PGC1a acetylation, AlphaScreen anti-acetyl-lysine; with virally co-expressed GCN5 acetyltransferase. inhibition, % at 15.6 µM. hit rate 0.17% among 350,000. AID 651687;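 active = every replicate shows inhibition of at least 40%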;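 also: 0% = neutral control wells and 100% = positive control wells; some results beyond the cut were filed as inactive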
An asterisk follows results filed as active. The list is partial. The share of hits here may be higher or lower than overall.

nr	SMILES	C2C12 statin	Cneo AK release	PGC1a acetyl inh
1	COc1cc(Cn2c(=O)oc3ccc(C)cc32)ccc1OC(C)C	0	0	15
2	CCOC(=O)c1sc2nc(CC(=O)OC)nc(NCc3ccco3)c2c1C	1	-1	-3
3	CCC1CCCCN1CCCNC(=O)c1ccc(CS(=O)(=O)Cc2ccccc2F)o1 (centres undefined)	-3	0	3
4	COc1ccccc1-n1cnnc1SC1CCOC1=O (centres undefined)	-4	0	41
5	CCC(C)(C)NC(=O)C(c1ccccc1F)N(Cc1ccco1)C(=O)c1csnn1 (centres undefined)	-9	-3	-13
6	COc1ccc2[nH]c(=O)c(CN(CC3CCCO3)C(=O)Nc3ccccc3OC)cc2c1 (centres undefined)	-15	1	-9
7	CCOC(=O)CSc1nnc(CCc2nc3ccccc3[nH]2)n1C	-5	-5	0
8	CCn1c(SCC(=O)c2ccc(NS(=O)(=O)c3ccccc3)cc2)nnc1-c1cccs1	-2	-1	-2
9	Cc1ccc(C(=O)CSC2=C(C#N)C(c3ccco3)C3=C(CCCC3=O)N2)cc1 (centres undefined)	-26	0	-19
10	Cc1ccc(OCCNC(=O)c2cc(-n3cnnc3)ccc2Cl)cc1C	-1	0	-18
11	COc1ccccc1NC(=O)CN1CCN(c2ccc(Cl)cc2)CC1	-10	1	1
12	Cc1ccnc(NC(=O)c2ccc(Cl)s2)c1	-9	-12	-3
13	Oc1c(Cl)cc(CN2CCCCC2)c2cccnc12	29	2	2
14	N#CCCn1cnc2ccccc21	-13	3	-2
15	Cc1cccn2c(=O)c(/C=C(\C#N)S(=O)(=O)c3ccc(Cl)cc3)c(N3CCC(C(N)=O)CC3)nc12	2	0	1
16	COc1ccccc1-c1cc(-c2ccc(C)cc2)nc(SCc2nnc(-c3ccccc3)o2)c1C#N	3	-4	7
17	CCOC(=O)c1oc2nc(C)c3c(c2c1N)CC(C)(C)OC3	-6	-1	6
18	COC(=O)C1=C(C)OC(N)=C(C#N)C1c1ccco1 (centres undefined)	-7	0	-11
19	CN1CCN(S(=O)(=O)c2ccc3c(c2)NC(=O)C2CCCN32)CC1 (centres undefined)	-9	-4	1
20	CC(C)C(=O)Nc1cccc(C(=O)Nc2nccs2)c1	-23	-5	-6
21	COc1ccc(-c2csc(N(CC3CCCO3)C(=O)c3ccco3)n2)cc1 (centres undefined)	-9	2	3
22	COC(=O)CNC(=O)Cn1ccc2ccccc2c1=O	-7	-3	-5
23	O=C(NC1CCN(C(=O)N2CCOCC2)CC1)c1ccccc1	-4	-9	6
24	CCOc1ccc(NC(=O)CSc2nnc(-c3ccncc3)n2CC2CCCO2)cc1 (centres undefined)	-14	1	6
25	O=C(Cc1ccc(Br)cc1)NC1CCCCC1	4	-2	5
26	COc1ccccc1C(=O)Nc1ccc(C(=O)O)cc1	4	3	-5
27	CCn1cc(C(=O)NCCN(C)CCc2ccccc2)c(=O)c2cc(S(=O)(=O)N(C)C)ccc21	-8	-3	-7
28	COC(=O)c1sc2ncccc2c1OCc1ccc(Cl)cc1Cl	12	-1	-9
29	Nc1nnnn1/N=C/c1cccc(Oc2ccccc2)c1	0	2	10
30	Fc1ccc(N2CCN(c3ncnc4c3nnn4Cc3ccccc3Cl)CC2)cc1	-5	1	-6

Reprinted at random: 2 records from the list
nr	SMILES	C2C12 statin	Cneo AK release	PGC1a acetyl inh
14	N#CCCn1cnc2ccccc21	-13	3	-2
29	Nc1nnnn1/N=C/c1cccc(Oc2ccccc2)c1	0	2	10

Further compounds
Each structure is followed by: C2C12 statin, Cneo AK release, PGC1a acetyl inh
31: O=C(Nc1ccc(-n2nncc2-c2ccco2)cc1)c1cc2ccccc2oc1=O
  -16, -3, 2
32: CCn1c(CNC(=O)Cc2ccc(OC)cc2)nnc1SCCOc1ccccc1
  -5, 0, 8
33: COc1cc2nc(NC(=O)c3ccccc3)[nH]c(=O)c2cc1OC
  -19, 0, 8
34: CC1(C)CNC(=O)c2sc(NC(=O)CN3CCOCC3)nc2C1
  108*, -4, -3
35: CCOC(=O)C1CCN(C(=O)CCCCn2c(=O)[nH]c3ccccc3c2=O)CC1
  30, 0, -8
36: O=S(=O)(c1ccc2c(c1)OCCO2)N1CCC(n2nnc3cc(C(F)(F)F)ccc32)CC1
  -33, 1, -7
37: FC(F)(F)C1=CC(c2ccc(Cl)cc2)=NCCN1
  -24, -1, -9
38: CCOCCCNC(=O)C(NC(=O)CNC(=O)c1ccccc1)c1ccc(C)cc1 (centres undefined)
  -8, 0, -6
39: O=C(Nc1ccc(-c2cn3ccsc3n2)cc1)C1COc2ccccc2O1 (centres undefined)
  -23, -2, -6
40: CN1C(=O)c2ccc(N(C)C)cc2C1=O
  109*, 0, -2
41: CCCC(=O)Nc1cccc(-c2cn3ccsc3n2)c1
  -11, -1, 3
42: O=c1c2cc(N3CCOCC3)ccc2[nH]c(=S)n1Cc1cccc(Cl)c1
  1, 2, 9
43: CC(C)C(c1nnnn1C(C)(C)C)N1CCN(c2cccc(Cl)c2)CC1 (centres undefined)
  -2, -1, -11
44: CCOC(=O)C1=C(CSc2nc(-c3ccccc3)ccc2C#N)OC(N)=C(C#N)C1c1ccc(OC)cc1 (centres undefined)
  -2, -6, -5
45: Cc1ccccc1NC1=C/C(=N\S(=O)(=O)c2cccs2)c2ccccc2C1=O
  -237, 0, 88*
46: CC(C)C(c1nnnn1Cc1ccccc1)N(CCCO)Cc1cc2cc3c(cc2[nH]c1=O)OCO3 (centres undefined)
  -1, 0, 37
47: c1ccc(-c2csc(N3CCc4ccccc4C3)n2)cc1
  5, 2, -4
48: Cc1cc(C(=O)OCC(=O)NC(C)C)c(C)o1
  4, -3, -2
49: CCCC(=O)Nc1ccccc1NC(=O)c1cc(OC)c(OC)c(OC)c1
  16, 0, 3
50: Fc1ccc(CNc2ncnc3c2cnn3-c2ccccc2)cc1
  -10, -1, -7
51: CCOc1ccc(-n2cc(C(=O)Nc3cccc(OC)c3)c3cc(OC)c(OC)cc3c2=O)cc1
  -33, -4, -1
52: O=C(/C=C/c1ccccc1)NC(=S)Nc1ccccc1C(=O)NC1CCCCC1
  -4, -1, -7
53: O=S(=O)(c1ccccc1)c1cnn(-c2ccccc2)c1-c1ccc(Cl)cc1
  36, -1, -13
54: COc1ccc2cc3cc(C(=O)NCC4COc5ccccc5O4)oc3nc2c1 (centres undefined)
  26, 2, -5
55: CCC(=O)N(CCC(c1ccco1)c1ccccc1OC)Cc1cccs1 (centres undefined)
  -30, 0, -15
56: Cc1nonc1OCC(C)(COc1nonc1C)NC(=O)c1ccccc1
  3, 2, -12
57: Cn1c(=O)c2c(nc(CN3CCCCC3)n2CCCc2ccccc2)n(C)c1=O
  -5, 12, 1
58: O=c1c2cc(Cl)ccc2[nH]c(=S)n1Cc1ccco1
  20, 0, -2
59: COCc1[nH]nc2c1C1(C(=O)Nc3ccc(F)cc31)C(C#N)=C(N)O2 (centres undefined)
  7, 2, 7
60: CCN(CC)CCNC(=O)Cn1cnc2sc(C)c(S(=O)(=O)N3CCOCC3)c2c1=O
  -2, -4, -3
61: O=C(O)CSCc1cn2cc(Cl)ccc2n1
  21, -3, 9
62: Cc1ccc2nc3c(cc(C(=O)NCCCn4ccnc4)n3C)c(=O)n2c1
  -7, -1, -12
63: Cc1ccc(CSc2nnc(-c3ccccc3N)c(=O)[nH]2)cc1
  -6, -1, 8
64: CCOC(=O)c1ccccc1NC(=O)c1c(F)c(F)c(F)c(F)c1F
  -4, -3, 2
65: O=C(OC1CCOC1=O)c1cncc(Br)c1 (centres undefined)
  1, 2, 13
66: Cc1c(-c2ccccc2)sc(Br)c1C(=O)N1CCOCC1
  0, -2, -4
67: O=C(NCCc1ccccc1)c1ccc(OCCOc2ccccc2)cc1
  0, 1, 1
68: CC(=O)N1CCN(c2ccccc2NC(=O)c2cc(Br)ccc2Cl)CC1
  2, 2, 7
69: CN(CC(N)=O)S(=O)(=O)c1ccc(F)cc1
  -9, 4, 5
70: O=C(CCc1nc(-c2ccccc2F)no1)NCc1ccco1
  17, 3, 5
71: CC(=O)N1CCc2cc(S(=O)(=O)CCC(=O)NCc3ccc4c(c3)OCO4)ccc21
  5, -5, -9
72: COc1ccc(-c2nc(SCC(=O)Nc3cc(C)on3)n[nH]2)cc1
  2, 2, 6
73: CCCNc1nc2c(c(=O)[nH]c(=O)n2C)n1Cc1cccc(Br)c1
  16, 0, -4
74: COc1ccccc1S(=O)(=O)Cc1ccc(C(=O)N2CCN(c3ccccn3)CC2)o1
  6, 0, 0
75: CCOC(=O)CSc1nnc(Cn2nnc(-c3ccccc3)n2)n1C
  -7, 1, -9
76: COC(=O)c1[nH]c2cc(OC)ccc2c1NC(=O)CN1CCC(C(N)=O)CC1
  23, 1, 9
77: CCc1ccc(OCCCC(=O)Nc2ccc(N3CCCCC3)cc2)cc1
  7, 0, 20
78: Cc1n[nH]c(C)c1S(=O)(=O)N1CCCC(C(=O)N2CCN(c3ccc(Cl)cc3)CC2)C1 (centres undefined)
  36, -3, 5
79: COCCN1C(=O)C(=O)/C(=C(/O)c2cccc(OC)c2)C1c1ccncc1 (centres undefined)
  1, -3, -3
80: CC(C)(C)N1CC(c2nc3ccccc3n2CCOc2ccccc2)CC1=O (centres undefined)
  23, 0, -5

Other records
Each structure is followed by: C2C12 statin, Cneo AK release, PGC1a acetyl inh
81: COc1cccc(C(=O)Oc2cccc(N3C(=O)C4C5CC(C(Br)C5Br)C4C3=O)c2)c1 (centres undefined)
  3, 3, 0
82: CC(C)(C)n1nnnc1C(c1ccc(C(F)(F)F)cc1)N(Cc1ccc(F)cc1)Cc1ccco1 (centres undefined)
  4, 5, -10
83: COc1ccc(CN2CCn3ncc(C(=O)Nc4ccc(Cl)cc4Cl)c3C2=O)cc1
  -26, -3, 4
84: COC(=O)c1[nH]c2ccc(Br)cc2c1NC(=O)CN1CCN(C2CCCCC2)CC1
  -27, -1, 1
85: COC(=O)CSc1nnc(CNc2ccc(F)cc2)o1
  3, -6, 3
86: CCOC(=O)c1cnn(-c2ccccc2)c1NC(=O)C(F)(F)C(F)(F)C(F)(F)F
  -1, 1, -4
87: CCOc1ccccc1NC(=O)CCc1ccc(C)o1
  0, 1, -10
88: CC(=O)Oc1ccc2ccccc2c1C(NC(=O)Cc1ccccc1)c1ccccc1Cl (centres undefined)
  -1, 12, -12
89: CCOC(=O)NC(NCC(O)c1ccccc1)(C(F)(F)F)C(F)(F)F (centres undefined)
  25, 1, -2
90: CCCCCc1c2c(cc(O)c1C(=O)O)OC(=O)c1c(cc(OC)cc1C(=O)CCCC)O2
  11, 0, -15
91: COc1ccc(OC)c(S(=O)(=O)N2CCc3ccccc32)c1
  42, -1, -23

Sorted by SMILES length (falling): part of the list above.
Each structure is followed by: C2C12 statin, Cneo AK release, PGC1a acetyl inh
27: CCn1cc(C(=O)NCCN(C)CCc2ccccc2)c(=O)c2cc(S(=O)(=O)N(C)C)ccc21
  -8, -3, -7
51: CCOc1ccc(-n2cc(C(=O)Nc3cccc(OC)c3)c3cc(OC)c(OC)cc3c2=O)cc1
  -33, -4, -1
71: CC(=O)N1CCc2cc(S(=O)(=O)CCC(=O)NCc3ccc4c(c3)OCO4)ccc21
  5, -5, -9
6: COc1ccc2[nH]c(=O)c(CN(CC3CCCO3)C(=O)Nc3ccccc3OC)cc2c1 (centres undefined)
  -15, 1, -9
74: COc1ccccc1S(=O)(=O)Cc1ccc(C(=O)N2CCN(c3ccccn3)CC2)o1
  6, 0, 0
3: CCC1CCCCN1CCCNC(=O)c1ccc(CS(=O)(=O)Cc2ccccc2F)o1 (centres undefined)
  -3, 0, 3
24: CCOc1ccc(NC(=O)CSc2nnc(-c3ccncc3)n2CC2CCCO2)cc1 (centres undefined)
  -14, 1, 6
62: Cc1ccc2nc3c(cc(C(=O)NCCCn4ccnc4)n3C)c(=O)n2c1
  -7, -1, -12
68: CC(=O)N1CCN(c2ccccc2NC(=O)c2cc(Br)ccc2Cl)CC1
  2, 2, 7
39: O=C(Nc1ccc(-c2cn3ccsc3n2)cc1)C1COc2ccccc2O1 (centres undefined)
  -23, -2, -6
63: Cc1ccc(CSc2nnc(-c3ccccc3N)c(=O)[nH]2)cc1
  -6, -1, 8
11: COc1ccccc1NC(=O)CN1CCN(c2ccc(Cl)cc2)CC1
  -10, 1, 1
91: COc1ccc(OC)c(S(=O)(=O)N2CCc3ccccc32)c1
  42, -1, -23
23: O=C(NC1CCN(C(=O)N2CCOCC2)CC1)c1ccccc1
  -4, -9, 6
50: Fc1ccc(CNc2ncnc3c2cnn3-c2ccccc2)cc1
  -10, -1, -7
37: FC(F)(F)C1=CC(c2ccc(Cl)cc2)=NCCN1
  -24, -1, -9
85: COC(=O)CSc1nnc(CNc2ccc(F)cc2)o1
  3, -6, 3
25: O=C(Cc1ccc(Br)cc1)NC1CCCCC1
  4, -2, 5
14: N#CCCn1cnc2ccccc21
  -13, 3, -2

High-throughput results as filed in PubChem.
